CSM14.1 death rescue: rescue of cells from ER stress-induced death, primary screen, 384-well, CSM14.1, thapsigargin, ATP luminescence (AID 1222). cellular ATP content (survival), % at 20 µM; hits with a dose series show EC50 in µM. CSM14.1 thapsigargin-induced death rescue, ATP luminescence; higher % means a stronger effect. 190,000 tested, under 10 active;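 active means EC50 below 50 µM in the dose-response confirmation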;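 further: death triggered by thapsigargin at about 15 µM added after 2 h compound pretreatment; cell ATP read after overnight thapsigargin exposure of roughly 18 to 22 hours; normalized against plate controls of thapsigargin alone and 5% DMSO vehicle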
Yfh1-off respiration: enhancers of respiration in Yfh1-depleted yeast, dose response, Friedreich's ataxia, plus single-dose screen (AID 1465); S. cerevisiae Yfh1-off respiration, WST-1 reduction, 72 h; higher fold induction means a stronger effect; fold induction at 50 µM; hits with a dose series show EC50 in µM; 220,000 compounds, 0.074% hits;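 active means fold induction of absorbance versus untreated yeast above a set limit, then at least 30% activation at any dose in follow-up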;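 further: activators that raise dye reduction in frataxin-depleted yeast; strong numbers were not always called active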
Autophagy mod: autophagy modulators in MEF cells, primary screen, imaging, high-content, MEF GFP-LC3 | calls only at 10 µM (by protocol) | MEF GFP-LC3 puncta imaging; test concentration mostly 10 µM | 190,000 compounds, 0.98% hits | AID 463193, 2010;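 active means percentage of spot-positive cells more than 3 SD above its plate mean, without a fluorescence outlier flag or 80% toxicity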;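 further: spot-positive cell cutoff set from DMSO-treated cells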
MT stabilizer: microtubule stabilizers in HeLa cells, primary screen, imaging, high-content imaging. HeLa tubulin immunostaining HCS, 24 h; share of cells brighter than vehicle mean+2SD. AID 2205, 2009. 200,000 compounds, 0.83% hits. % tubulin-high responders, % at 10 µM;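 active means plate Z-score above 3 for both tubulin-high and condensed-nucleus cell shares, with cell loss under 80%, at 10 µM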;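 further: anti alpha tubulin signal scored within the nucleus-defined area of each cell; some results filed as inactive read as strong as hits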
Dynein transport: inhibitors of GR-EGFP nuclear translocation, primary screen, dynein cargo transport inhibitor project, imaging, high-content, 3617.4 mouse cells; AID 1381, 2008; 220,000 compounds, 0.47% hits; test concentration mostly 20 µM; stimulated with dexamethasone, 1 µM; stronger effect = lower value; z-score, hits read low;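 active means plate z-score of nuclear minus cytoplasmic receptor signal below a set negative limit, without overly bright fluorescence or cell loss, cut at about -3.5 in these data, passing the limit was not always enough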;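 further: z-score of nuclear minus cytoplasmic ring GR-EGFP intensity difference per well; some compounds called inactive have numbers as strong as hits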
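Also added – dexamethasone, 1.0 µM final · Buffer or medium – tet-free, stripped-serum medium · Schedule – induction 48 h, compound 1 h, agonist 30 min · Detection – formaldehyde fixation, Hoechst nuclear stain, 10x automated fluorescence imaging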
Insulin prom up: insulin promoter activators in MIN6 cells, imaging, high-content screening, mouse beta cells; MIN6 insulin promoter-GFP reporter; stronger effect = higher value; z-score at 5 µM; 190,000 compounds, 0.3% hits;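 active means z-score above 3 at 5 µM with at least 500 cells counted in the well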
P. falciparum M1AAP: P. falciparum M1AAP inhibitors, biochemical, fluorogenic H-Leu-NHMec substrate, 1536-well (AID 1445); recombinant M1AAP, H-Leu-NHMec fluorogenic kinetic assay; higher % means a stronger effect; 220,000 compounds, 0.42% hits; Aminopeptidase N (Plasmodium falciparum (isolate 3D7)); one-dose inhibition, % at 30 µM; IC50 in µM for titrated hits;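 active means primary inhibition above the hit cutoff, then over 50% inhibition at one or more dose response concentrations, cut at about 23% in these data, passing the limit was not always enough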;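 further: plate controls were DMSO full reaction for no effect and no enzyme background for full effect; strong numbers were not always called active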
Lipid droplet: inhibitors of hepatocyte lipid droplet formation, primary screen, imaging, high-throughput imaging, BODIPY stain. 240,000 compounds, 0.4% hits. AID 1656, 2009. AML12 mouse hepatocytes, oleate lipid droplets. inhibition, % at 6.5 µM;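 active means lipid droplet intensity inhibited by at least 50%, with more than 500 cells counted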
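Test system: AML12 mouse liver cells; schedule: overnight exposure; technique: high-content imaging of BODIPY-stained droplets and DAPI nuclei; read-out: % inhibition of corrected integrated BODIPY droplet signal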
M17LAP inhibition: P. falciparum M17LAP inhibitors, primary screen, biochemical, fluorogenic H-Leu-NHMec substrate, 1536-well (AID 1619); Leucine aminopeptidase (Plasmodium falciparum (isolate 3D7)); recombinant M17LAP, H-Leu-NHMec fluorogenic kinetic assay; higher % means a stronger effect; inhibition, % at 30 µM; hits with a dose series show IC50 in µM; 220,000 compounds, 0.38% hits;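 active means compound inhibiting the enzyme by more than half at any dose during confirmatory dose-response retesting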;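 further: plate controls were full reaction with DMSO carrier for no effect and no enzyme background for full effect; strong numbers were not always called active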
Dynein transport cytoplasmic EGFP: second read-out of Dynein transport, no call of its own (marks repeat the call); z-score; measured here: cytoplasmic GR-EGFP intensity; stronger effect = higher value
Dynein transport nuclear GR-EGFP: further read-out of Dynein transport, marked with its call; z-score; measured here: nuclear GR-EGFP intensity;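 lower value marks the stronger effect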
Dynein transport cell count: recorded beside Dynein transport, whose call it bears; z-score; measured here: cell count per field
Insulin prom up cell count: recorded beside Insulin prom up, whose call it bears; cell count; measured here: cytotoxicity, nuclei count;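 total cells summed across four imaged fields per well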
Lipid droplet cells 6.5 µM: second read-out of Lipid droplet, no call of its own (marks repeat the call); cell count; measured here: cell count, cytotoxicity flag;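 cells counted across two imaged fields per well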
MT stabilizer Hoechst-high %: also measured in MT stabilizer; calls as there; % Hoechst-high responders; measured here: nuclear condensation Hoechst responders;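 share of cells brighter than vehicle mean plus two SD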
MT stabilizer cytotoxicity %: also measured in MT stabilizer; calls as there; toxicity, %; measured here: cytotoxicity by cell density;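 0% = mean cell density of plate MIN control wells and 100% = no cells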
Autophagy mod cell loss 18 h: further read-out of Autophagy mod, marked with its call; toxicity, %; measured here: cell loss, nuclei count;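 cell loss after 18 h compound exposure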
Active calls of the source: *; i = inactive; x = no result given.

SMILES | CSM14.1 death rescue | Yfh1-off respiration | Autophagy mod | Autophagy mod cell loss 18 h | MT stabilizer | MT stabilizer Hoechst-high % | MT stabilizer cytotoxicity % | Dynein transport | Dynein transport cytoplasmic EGFP | Dynein transport nuclear GR-EGFP | Dynein transport cell count | Insulin prom up | Insulin prom up cell count | P. falciparum M1AAP | Lipid droplet | Lipid droplet cells 6.5 µM | M17LAP inhibition
COc1ccccc1C(c1nnnn1CC1CCCO1)N1CCN(c2ccccc2)CC1 (centres undefined) | 2.5% | i | i | -7 | 3.4 | 1.0 | 0.5 | 1.9 | -0.057 | 1.9 | -1.9 | -0.07 | 1525 | -6% | 0 | 612 | -8%
COc1ccc(-c2cc(C(=O)Nc3sc4c(c3C#N)CCCC4)c3ccccc3n2)cc1OC | 2.4% | i | i | 4 | 4.6 | 2.0 | 10 | -0.71 | -0.21 | -0.46 | 0.56 | x | x | 0% | x | x | -16%
Cc1ccccc1Cn1c(CN2CCc3ccccc3C2)nc2c1c(=O)n(C)c(=O)n2C | -1.3% | i | i | -2 | 2.8 | 1.7 | 4.6 | 0.012 | -0.25 | -0.13 | -0.16 | x | x | 4% | -37 | 697 | -5%
COc1ccc(C2CC(c3cccs3)=NN2C(=O)CSC2=NN3CCCC(=O)N=C3S2)cc1 (centres undefined) | x | i | i | 9 | 2.1 | 2.7 | 8.4 | -0.3 | -0.19 | -0.14 | 0.26 | -0.13 | 1831 | 6% | -4 | 661 | 0%
O=C(O)Cc1ccc2c(c1)N(S(=O)(=O)c1cccc(C(F)(F)F)c1)CC(C(=O)O)O2 (centres undefined) | -1.2% | i | i | 2 | 1.0 | 1.2 | 2.2 | -0.078 | -0.2 | -0.16 | 0.29 | 0.4 | 1506 | 0% | x | x | 0%
COC(=O)Cc1c[nH]c2cccc(OCC(O)CN(Cc3ccc([N+](=O)[O-])cc3)C(C)(C)C)c12 (centres undefined) | -1.5% | i | i | -3 | 2.8 | 1.5 | 7.7 | 0.87 | 0.25 | -0.057 | -0.24 | -0.76 | 736 | 4% | x | x | -5%
CCC1CCCCN1Cc1ccc(OC)c(OC)c1 (centres undefined) | -1.8% | i | i | -5 | 4.9 | 3.2 | 4.0 | -1.1 | -0.27 | -0.82 | -0.17 | -0.05 | 1412 | -3% | x | x | -3%
O=C(CCNC(=O)c1ccc([N+](=O)[O-])cc1)Nc1ccc(N2CCOCC2)cc1N1CCOCC1 | -12% | i | i | 11 | 2.0 | 1.3 | 5.1 | -1.2 | -0.24 | -0.53 | 0.86 | -0.33 | 1324 | 5% | 4 | 719 | 0%
O=C(c1cc(-c2ccccc2)on1)N1CCCC1 | -0.9% | i | i | -6 | 3.6 | 2.4 | 4.3 | -0.78 | -0.042 | -0.54 | 0.46 | 0.34 | 1070 | 0% | -8 | 704 | -7%
COc1ccc(C(=O)NC2CCN(CC(=O)Nc3cccc(C)c3)CC2)cc1OC | -0.7% | i | i | -9 | 4.7 | 1.5 | 5.6 | -0.44 | -0.032 | -0.77 | 1.1 | x | x | 2% | -12 | 737 | 4%
COc1ccc(C)cc1-n1nnnc1SCc1nc2ccccc2s1 | 0.6% | x | i | 5 | 2.2 | 1.3 | 3.0 | 2.5 | -0.13 | 1.4 | -1.4 | -0.46 | 987 | 2% | x | x | 0%
S=C(NCc1ccc(Cl)cc1)NC12CC3CC(CC(C3)C1)C2 | -1.6% | i | i | 19 | 2.5 | 0.6 | 14 | -0.11 | -0.18 | 0.47 | 0.98 | -0.23 | 1479 | 4% | x | x | -1%
CC(N=C1NS(=O)(=O)c2ccccc21)C(=O)N1CCc2ccccc2C1 (centres undefined) | 0.8% | i | i | 0 | 2.8 | 2.1 | 0.9 | -0.34 | 1.5 | -0.37 | -0.31 | 0.6 | 1209 | 9% | 0 | 642 | 0%
CSc1nc2cc(S(=O)(=O)N3CCOCC3)ccc2s1 | x | i | i | -5 | 2.2 | 1.6 | 3.7 | -0.57 | -0.21 | -0.067 | -0.52 | x | x | 6% | 8 | 668 | -5%
O=C(Nc1nc2c(s1)CCCC2)c1ccc2ncsc2c1 | 0.0% | x | i | 1 | 3.8 | 2.7 | 12 | 0.22 | -0.091 | 0.38 | -0.71 | -0.45 | 1171 | 15% | 3 | 757 | 1%
CCCCNC(=O)N(C)c1nncnc1C(=O)NC | 1.0% | i | i | -1 | 2.5 | 2.0 | 6.6 | -0.71 | -0.22 | -0.11 | 1.3 | -0.59 | 1101 | 0% | -1 | 803 | 1%
O=C(COc1ccc([N+](=O)[O-])cc1)Nc1ccc(CN2CCOCC2)cc1 | -0.6% | i | i | 3 | 2.3 | 1.1 | 12 | -0.12 | -0.24 | -0.19 | 0.28 | -0.17 | 1589 | 2% | 6 | 664 | -3%
COC(=O)c1cc2ccsc2n1CC(=O)Nc1ccc(N(C)C)cc1 | -0.8% | i | i | -21 | 3.8 | 2.2 | 7.9 | -0.11 | 2.6 | 0.57 | -1.3 | 0.28 | 1331 | 2% | x | x | 6%
C=CCNC(=O)C1CCCN(S(C)(=O)=O)C1 (centres undefined) | -1.5% | i | i | 3 | 2.7 | 0.9 | 7.5 | -0.55 | -0.18 | -0.41 | 0.59 | -0.37 | 1624 | 9% | x | x | -4%
CC(NC(=O)CSc1n[nH]c(=O)n1C1CC1)C12CC3CC(CC(C3)C1)C2 (centres undefined) | -1.0% | i | i | -1 | 2.0 | 0.4 | 35 | 0.014 | -0.3 | 0.084 | 0.9 | -1.1 | 1301 | 2% | -2 | 715 | 4%
Cc1cccc(OCCC(=O)Nc2c(C)n(C)n(-c3ccccc3)c2=O)c1 | -1.4% | i | i | -9 | 6.1 | 1.9 | 7.0 | 0.93 | -0.22 | 0.83 | -0.84 | x | x | 10% | 21 | 792 | 11%
Cc1ccc(S(=O)(=O)N2CCN(S(=O)(=O)c3ccc(C)cc3)C2c2ccccc2)cc1 | 3.9% | i | i | 8 | 1.7 | 0.7 | 6.2 | -0.2 | -0.032 | 0.35 | -0.35 | -1.4 | 921 | -7% | -2 | 745 | -4%
COc1ccccc1NC(=O)c1ccccc1NS(=O)(=O)N1CCCC1 | 1.0% | i | i | 8 | 3.7 | 4.0 | 8.2 | 1.7 | -0.066 | 1.3 | -0.65 | -0.19 | 1308 | 14% | -4 | 760 | 10%
Brc1ccc(OCc2cn3ccccc3n2)cc1 | -2.0% | i | i | 12 | 2.1 | 1.5 | 6.8 | -1.3 | -0.3 | -0.66 | 0.83 | 0.29 | 1458 | 4% | -2 | 691 | -4%
COc1cc(/C=N/NC(=O)C(C)n2nnc3ccccc32)ccc1O (centres undefined) | -4.3% | i | i | 27 | 1.5 | 1.1 | 7.3 | 0.39 | 1.2 | 0.77 | -0.44 | 1.6 | 916 | 17% | -13 | 783 | 18%
COc1ccc(/C=C/C(=O)c2ccncc2)c2ccccc12 | 3.0% | i | i | 6 | 4.0 | 2.6 | 9.6 | -0.51 | -0.26 | -0.37 | -0.034 | 0.74 | 1497 | 10% | -2 | 602 | -3%
CCCN(CCC)C(=O)CSc1nc2ccccc2c(=O)n1CC1COc2ccccc2O1 (centres undefined) | 3.1% | i | i | -4 | 1.8 | 1.5 | 11 | 0.35 | -0.26 | -0.74 | 0.98 | x | x | 0% | x | x | -1%
COc1ccccc1C1/C(=C(/O)c2ccc(C)cc2)C(=O)C(=O)N1CC(C)O (centres undefined) | -1.1% | i | i | 4 | 2.1 | 1.6 | 7.9 | 0.035 | -0.18 | -0.21 | 0.55 | 0.53 | 1607 | 5% | x | x | 29%
CCCCC(=O)N(Cc1ccc2c(c1)OCO2)Cc1nc2ccccc2c(=O)[nH]1 | 1.4% | i | i | -13 | x | x | x | -0.21 | -0.23 | 0.21 | 0.37 | -0.57 | 1493 | 3% | 2 | 705 | 1%
O=C(Nc1ccc2nc(-c3ccccc3)[nH]c2c1)c1cccs1 | -1.3% | i | i | -4 | 1.8 | 1.1 | 1.4 | -0.43 | -0.068 | 0.11 | -0.12 | x | x | 13% | 2 | 761 | 6%

Filtered by structure: those above with a nitro group on carbon.
SMILES | CSM14.1 death rescue | Yfh1-off respiration | Autophagy mod | Autophagy mod cell loss 18 h | MT stabilizer | MT stabilizer Hoechst-high % | MT stabilizer cytotoxicity % | Dynein transport | Dynein transport cytoplasmic EGFP | Dynein transport nuclear GR-EGFP | Dynein transport cell count | Insulin prom up | Insulin prom up cell count | P. falciparum M1AAP | Lipid droplet | Lipid droplet cells 6.5 µM | M17LAP inhibition
COC(=O)Cc1c[nH]c2cccc(OCC(O)CN(Cc3ccc([N+](=O)[O-])cc3)C(C)(C)C)c12 (centres undefined) | -1.5% | i | i | -3 | 2.8 | 1.5 | 7.7 | 0.87 | 0.25 | -0.057 | -0.24 | -0.76 | 736 | 4% | x | x | -5%
O=C(CCNC(=O)c1ccc([N+](=O)[O-])cc1)Nc1ccc(N2CCOCC2)cc1N1CCOCC1 | -12% | i | i | 11 | 2.0 | 1.3 | 5.1 | -1.2 | -0.24 | -0.53 | 0.86 | -0.33 | 1324 | 5% | 4 | 719 | 0%
O=C(COc1ccc([N+](=O)[O-])cc1)Nc1ccc(CN2CCOCC2)cc1 | -0.6% | i | i | 3 | 2.3 | 1.1 | 12 | -0.12 | -0.24 | -0.19 | 0.28 | -0.17 | 1589 | 2% | 6 | 664 | -3%

Bioassay records (PubChem BioAssay)

Rows were taken by chance. About 3.5% of those tested had a hit in this group.
